# KinaseGlo FLuc – Counterscreen for Luciferase (Kinase-Glo TM) Inhibition. Kinase-Glo luciferase, ATP luminescence, 8 min. Potency, µM (series often up to 38.3 µM), without a hit: at the highest dose activity change, negative = inhibition, most hits filed as inhibitors. hit rate 0.28% among 200,000; further: potency means the concentration at half of the fitted maximal effect; on the % scale 0 is the no-effect control and ±100 the full control effect; nearly all actives have a fitted effect of over 60% in size
#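 Kinase-Glo luciferase light output from ATP and luciferin was measured with 10 uM ATP, within the enzyme's linear range. Buffer: 50 mM imidazole pH 7.2, 50 mM KCl, 7 mM MgCl2, 0.01% Tween 20, 0.05% BSA; luminescence read after 8 min at ambient temperature.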
# Epigenetic reg – Quantitative High-Throughput Screen for Regulators of Epigenetic Control. Potency, µM (highest dose often 53.9 µM), for the others: top-dose GFP activation, most hits filed as activators. AID 1865, 2009. hit rate 0.2% among 280,000. murine LDR cells, GFP reporter derepression, 30 h; further: potency means the concentration at half of the fitted maximal effect; % of control where 0% means no effect; nearly all actives have a fitted effect of over 60% in size
#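 Readout is the number of GFP-expressing murine LDR cells, counted by cytometry following washing. Cells were treated with compound for 30 h at 37 C; the stably integrated CMV-GFP locus is normally silent.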
# NPSR antag – qHTS Assay for Antagonists of the Neuropeptide S Receptor: cAMP Signal Transduction; Potency, µM (highest dose often 38.3 µM), for the others: at the highest dose activity change, negative = inhibition, most hits filed as inhibitors; CHO-NPSR cells, cAMP TR-FRET, antagonist mode; hit rate 1% among 220,000; further: potency means the concentration at half of the fitted maximal effect; on the % scale 0 is the no-effect control and ±100 the full control effect; nearly all actives have a fitted effect of over 50% in size; many of its hits are not listed in these tables
# Target sequence (Q6W5P4 whole entry, looked up): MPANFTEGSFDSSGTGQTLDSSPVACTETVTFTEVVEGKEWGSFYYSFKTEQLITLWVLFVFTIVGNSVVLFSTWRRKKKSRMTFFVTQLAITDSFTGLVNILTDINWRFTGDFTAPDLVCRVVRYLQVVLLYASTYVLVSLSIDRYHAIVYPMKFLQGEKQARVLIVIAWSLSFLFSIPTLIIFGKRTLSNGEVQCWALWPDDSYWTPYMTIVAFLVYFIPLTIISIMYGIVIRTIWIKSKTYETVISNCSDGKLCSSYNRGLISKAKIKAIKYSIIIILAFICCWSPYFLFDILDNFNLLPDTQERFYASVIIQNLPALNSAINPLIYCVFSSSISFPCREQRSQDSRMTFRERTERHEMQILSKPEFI
# GLA spleen mod – qHTS Assay for Inhibitors and Activators of Human alpha-Galactosidase From Spleen Homogenate; Alpha-galactosidase A (Homo sapiens), P06280; human spleen homogenate, 4MU-alpha-Gal fluorescence, 40 min; Potency, µM (highest dose often 80 µM), without a hit: at the top dose activity change, negative = inhibition, actives largely listed as inhibitors; hit rate 0.008% among 240,000; AID 2107, 2009;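 further: potency means the concentration at half of the fitted maximal effect; 0% = enzyme with vehicle and -100% = no enzyme basal signal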
#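 Human spleen homogenate (1 ug) as enzyme source, 4-methylumbelliferyl-alpha-D-galactopyranoside 1 mM final, citrate/phosphate pH 5.0 with 0.01% Tween-20. Compounds 40 min at 37C, NaOH/glycine stop; fluorescence Ex 365/Em 440, Hill-fit AC50.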
# IMPase Li cell – qHTS Assay for Identifying the Cell-Membrane Permeable IMPase Inhibitors: Potentiation with Lithium | CHO-M1 cells, IP1 TR-FRET (IP-One), carbachol + lithium | Potency, µM (doses to about 59.4 µM), without a hit: top-dose activity, negative = IMPase inhibition, actives largely listed as inhibitors | hit rate 0.35% among 210,000;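 further: IP1 builds up when IMPase is blocked and the TR-FRET signal falls; potency means the concentration at half of the fitted maximal effect; plate controls were basal vehicle for no effect and high inhibitor control for full effect; nearly all actives have a fitted effect of over 50% in size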
#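 Test compounds were applied to CHO-M1 cells previously cultured for 16–30 h at 2000 per well. A small lithium amount accompanied them; after 30 min at 37C, IP1 was quantified by TR-FRET.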
# LMNA splice mod – qHTS Assay for Modulators of Lamin A Splicing; HeLa LMNA splicing GFP/RFP minigene ratio, 48 h; hit rate 0.01% among 200,000; Potency, µM (titrated, usually from 46.1 µM), for the others: at the highest dose ratio change, negative = inhibition, most hits filed as inhibitors; AID 1487, 2009; active means well fitted inhibition curve with a large enough effect in the signal ratio, with a control signal flat, not every such curve was filed as active; inconclusive means small, poorly fitted or top-dose-only effect, or effect the other way, or a change in a side signal; the % refers to the signal ratio; further: potency means the concentration at half of the fitted maximal effect; on the % scale 0 is the no-effect control and ±100 the full control effect
#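 S3 HeLa cells stably expressing lamin A-EGFP splicing minigene plus DsRed2, 600 cells/well, 48 h compound exposure at 37C. Laser-scanning cytometry; analysed as GFP (500-530 nm)/RFP (575-640 nm) total intensity ratio; 0.5% DMSO vehicle.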
# CBFb-RUNX1 inh – qHTS Assay for Compounds Blocking the Interaction Between CBF-beta and RUNX1 for the Treatment of Acute Myeloid Leukemia; 230,000 tested, under 10 active; AlphaScreen CBFb-His/RUNX1-biotin binding, biochemical; AID 1477, 2009; Potency, µM (highest dose often 59.8 µM), for inactives: at the top dose activity, negative = inhibition, usual class: inhibitors; further: % of control where 0% means no effect
# Target sequence (Q01196 whole entry, looked up): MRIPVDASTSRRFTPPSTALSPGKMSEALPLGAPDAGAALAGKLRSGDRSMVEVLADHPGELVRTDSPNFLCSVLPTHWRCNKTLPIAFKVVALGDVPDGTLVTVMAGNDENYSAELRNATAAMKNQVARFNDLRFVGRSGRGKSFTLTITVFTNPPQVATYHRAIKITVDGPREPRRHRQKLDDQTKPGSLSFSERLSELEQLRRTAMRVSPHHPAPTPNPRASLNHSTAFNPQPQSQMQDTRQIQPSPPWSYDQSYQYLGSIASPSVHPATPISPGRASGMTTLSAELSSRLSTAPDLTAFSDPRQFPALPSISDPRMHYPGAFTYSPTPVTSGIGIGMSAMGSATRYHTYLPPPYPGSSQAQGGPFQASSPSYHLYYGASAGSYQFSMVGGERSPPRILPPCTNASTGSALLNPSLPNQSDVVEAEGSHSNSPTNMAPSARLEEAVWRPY
# Target sequence (Q13951 whole entry, looked up): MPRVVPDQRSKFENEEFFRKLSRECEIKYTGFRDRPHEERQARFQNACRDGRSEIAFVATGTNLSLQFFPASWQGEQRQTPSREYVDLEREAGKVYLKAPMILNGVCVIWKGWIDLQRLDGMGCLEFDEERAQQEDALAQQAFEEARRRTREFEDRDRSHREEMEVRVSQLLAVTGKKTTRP
#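 Bead-based AlphaScreen assay; binding partners His-tagged CBF-beta and biotinylated RUNX1 at 30 nM each. Compound exposure 15 min after a 20-min protein preincubation; bead step 90 min; all steps at room temperature.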
# Active calls of the source: *; ? = inconclusive; . = not tested or not shown; & = joins results of further samples; [ ] = dose if it differs, or a comment. Unless noted, the call rests on the fitted dose curve; in most records, active means well fitted curve in the direction sought with a large enough effect; inconclusive means small, poorly fitted or top-dose-only effect, or another doubt; inactive means no such curve, though single readings can be large; an effect the other way counts as inactive or inconclusive.
SMILES,KinaseGlo FLuc,Epigenetic reg,NPSR antag,GLA spleen mod,IMPase Li cell,LMNA splice mod,CBFb-RUNX1 inh
COC(=O)CSCC(=O)Nc1nnc(-c2ccccc2C)s1,3%,-1.5%,-8%,4%,-3%,10%[9.22 µM],2%
O=C1OC(C2=CCCCC2)=NC12CC2,.,0.0%[10.1 µM],.,-9%[17.5 µM],.,.,15%[13.1 µM]
COc1ncc2nc(-c3ccc(F)cc3)c(=O)n(C)c2n1,.,.,.,?,-7%,3%,.
CCOC(=O)N1N=C(c2ccc(OC)cc2)CC1(O)C(F)(F)F (configuration not stated),-9%,-2.9%,-3%,1%,10%,0%[46 µM],-1%
CCN(CC)CCOC(=O)c1ccc(NC(=O)/C=C/c2cccs2)cc1,2%,0.0%,-19%,-5%,14%,-10%,1%
CCCCCn1c(N)c(-c2nc3ccccc3o2)c2c([N+](=O)[O-])nn(C)c(=O)c21,2%,0.0%,0%[46.1 µM],5%,0%,-7%,-1%
CC1CCN(S(=O)(=O)c2cccc(C(N)=O)c2)CC1,1%,0.0%,10%,2%,-4%,?,1%
CCCNS(=O)(=O)c1ccc(Oc2ncc(C(F)(F)F)cc2Cl)cc1,1%,2.5%,-9%[46.1 µM],7%,30%[activator],?,19%
Cc1cc(C)nc(SCc2cnc(C)nc2N)n1,0%,-3.2%,19%,-14%,6%,.,3%
COc1cc(CNC(=O)OCC(C)C)cc(OC)c1OC,12%,0.2%,-6%[46.1 µM],-3%,-1%[38.3 µM],-2%,3%
COc1ccc(C(=O)NCc2nnc(SCC(=O)Nc3ccccc3F)o2)cc1,2%,-1.1%,11%,5%,4%,15%[46 µM],10%
COCCCN(C(=S)NC(=O)C12CC3CC(CC(C3)C1)C2)c1c(N)n(Cc2ccccc2)c(=O)[nH]c1=O,1%,-0.5%,-10%,-2%,9%,?,-1%
COc1cc(C(=S)N2CCOCC2)cc(OC)c1OC(=O)c1cc([N+](=O)[O-])c(C)c([N+](=O)[O-])c1,0%,0.9%,-21%[46.1 µM],-17%,-20%[38.3 µM],24%,-17%
O=C(CCC(=O)N(CC(=O)NC1CCCC1)Cc1ccc2c(c1)OCO2)Nc1nccs1,-1%,-1.5%,-14%,6%,12%,-18%[46 µM],7%
CC(C)C[C@H](NC(=O)c1nc[nH]c1C(=O)NCc1ccccc1)C(=O)OC(C)(C)C,.,1.0%,?,7%,-5%,.,11%
Cc1cc(NC(=O)CSc2nc3ccccc3s2)no1,-6%,0.0%,-5%[46.1 µM],0%,-18%[38.3 µM],-8%,-1%
O=C(Cc1c[nH]c2ccccc12)NCc1ccc(Cl)cc1,2%,0.0%,3%,-3%,6%,-16%,-14%
CCOCCCNC(=O)C(c1ccc(C)cc1)N(Cc1ccc2c(c1)OCO2)C(=O)c1ccccn1 (configuration not stated),4%,-4.6%,7%,-8%,4%,.,-5%
CCOC(=O)c1sc(=S)n(CC)c1NC(=O)c1ccccc1C,.,0.0%,-36%,-2%,.,.,12%
Cc1cc(C)nc(SCc2nnc(SCC(=O)Nc3ncc(C)s3)n2Cc2ccco2)n1,-2%,-2.1%,-11%[46.1 µM],-24%,12%,6%,-2%
O=C1C2CC=CCC2C(=O)N1Cc1nnc(-c2ccc(Cl)cc2)o1 (configuration not stated),1%,-2.6%,4%,-2%,-4%,.,7%
CCOC(=O)C1=C(CC)Nc2ccccc2N=C1NC(=O)c1cc(S(=O)(=O)N(C)C)ccc1Cl,-1%,-1.0%,-19%[46.1 µM],-10%,26%[38.3 µM],11%,1%
COc1ccc(C(=O)NNC(=S)Nc2ccccc2)cc1,-6%,1.1%,5%,6%,-3%,5%[46 µM],-18%
CCOC(=O)c1c(C)[nH]c(C(=O)COC(=O)c2ccc(N3CCCC3=O)cc2)c1C,-1%,5.7%,21%[46.1 µM],-10%,-11%[38.3 µM],2%,-2%
O=C(CN1CCN(Cc2ccc(Cl)cc2)C1=O)NCCCN1CCN(c2ccc(F)cc2)CC1,4%,2.8%,5%[46.1 µM],7%,34%[activator][38.3 µM],?,5%
Cc1ccc(-c2nnn(CC(=O)N(C)C3CCCCC3)n2)o1,-2%,-1.1%,1%,4%,4%,?,10%
C/C=C(\C)C(=O)Nc1cccc(C2=NOC3(C2)C[C@H](C(N)=O)N(C(=O)c2cc([N+](=O)[O-])cc([N+](=O)[O-])c2)C3)c1 (some centres not stated),.,?,19%,-5%,.,.,-5%
OCc1cn(-c2ccccc2)nc1-c1ccc(-c2nn(-c3ccccc3)cc2CO)cc1,-3%,7.3%,?,4%,28µM*,2%,6%
Cc1c(-n2cc(C(=O)c3cc(Br)ccc3O)cc(C#N)c2=O)c(=O)n(-c2ccccc2)n1C,0%,0.1%,-4%[46.1 µM],11%,23%[38.3 µM],-5%,5%
CCCCC/C=C\C/C=C\C/C=C\CCCCC(=O)NC(C)C(=O)O (configuration not stated),-4%,-1.1%,.,0%,9%,.,-4%
COC(=O)C(C)SC1=N/C(=C/c2ccc(-n3cncn3)cc2)C(=O)N1 (configuration not stated),.,-0.7%,-22%,-4%,.,.,4%
COc1cc(OC)cc(N2CC(C)(C)C2=O)c1,-1%,-0.5%,-4%,-1%,?,19%[46 µM],24%
Cc1ccc(-c2nnc(SCc3nc(N)nc(Nc4ccccc4C)n3)n2N)cc1,-4%,-2.1%,-10%[46.1 µM],-16%,30%[38.3 µM],-9%,-2%
NS(=O)(=O)c1cccc(NC(=O)CSc2ccccn2)c1,19%,0.0%,2%[46.1 µM],0%,5%[38.3 µM],-4%,1%
Cc1nc(CNS(=O)(=O)c2ccc3ccccc3c2)cs1,2%,0.0%,-4%[46.1 µM],1%,22%[38.3 µM],-16%,8%
CCOc1ccc(CC(=O)Nc2ccc(NC(=O)c3ccco3)cc2)cc1OCC,-1%,1.1%,-1%,4%,1%,?,-1%
CCOC(=O)N1CCC(N(CCN(C)C)C(=S)Nc2cccc(Cl)c2C)CC1,3%,0.0%,-5%[46.1 µM],-4%,4%,?,1%
O=C(CC1c2ccccc2Oc2ccccc21)Nc1ccccc1C(F)(F)F,-2%,0.0%,-4%,-18%,4%,5%,7%
O=C(O)CCC(=O)Nc1ccc(C(=O)OC2CCCCC2)cc1,2%,0.0%,5%[46.1 µM],-12%,17%[38.3 µM],0%,2%
COc1ccc(OCCNS(=O)(=O)c2ccc3oc4ccccc4c3c2)cc1,-1%,-1.7%,-17%[46.1 µM],-2%,5%[38.3 µM],5%,1%

# A run of entries of the results above, for reference:
SMILES,KinaseGlo FLuc,Epigenetic reg,NPSR antag,GLA spleen mod,IMPase Li cell,LMNA splice mod,CBFb-RUNX1 inh
COc1ccc(C(=O)NNC(=S)Nc2ccccc2)cc1,-6%,1.1%,5%,6%,-3%,5%[46 µM],-18%
CCOC(=O)c1c(C)[nH]c(C(=O)COC(=O)c2ccc(N3CCCC3=O)cc2)c1C,-1%,5.7%,21%[46.1 µM],-10%,-11%[38.3 µM],2%,-2%

# (further entries)
SMILES,KinaseGlo FLuc,Epigenetic reg,NPSR antag,GLA spleen mod,IMPase Li cell,LMNA splice mod,CBFb-RUNX1 inh
COc1cccc(NC(=O)Cn2cc(C#N)c3ccccc32)c1,5%,-1.0%,-21%,-12%,6%,-2%,-2%
OCCC1CN(Cc2cccn2-c2ccccn2)CCN1C1CCCC1 (configuration not stated),.,-0.7%,-17%,0%,.,.,0%
CCOC(=O)c1cc(CC)sc1NC(=O)COc1ccc2c(C)cc(=O)oc2c1,2%,0.0%,10%,?,5%,?,-1%
COc1ccccc1CNC(=O)COC(=O)Cc1ccsc1,6%,-2.8%,5%,-1%,11%,10%[46 µM],19%
Nc1ncnc2c1ncn2[C@@H]1O[C@H](COP(=O)(O)OP(=O)(O)O)[C@@H](O)[C@H]1O,5µM*,0.0%&1.5%,.,11%&5%,?,.,0%
O=C(NCCC1=CCCCC1)C1CCCN(S(=O)(=O)c2ccc(F)cc2)C1 (configuration not stated),5%,-0.8%,-10%[46.1 µM],-3%,15%[38.3 µM],9%,4%
CCOC(=O)c1ccccc1NC(=O)Cn1cnc2c(cnn2C(C)(C)C)c1=O,.,0.0%,-17%[46.1 µM],-4%,.,-19%,4%
CC(C(=O)NCC1CCCO1)c1ccc([N+](=O)[O-])cc1 (configuration not stated),-2%,-1.6%,8%,-4%,6%,26%[46 µM],-9%
COc1cccc(C(=O)Oc2cc(N)n(S(=O)(=O)c3ccc(C)cc3)n2)c1OC,0%,-0.4%,?,-20%,-1%[38.3 µM],2%,1%
N#CC1=C2SCN(Cc3ccccc3)CN2C(=O)CC1c1ccccc1F (configuration not stated),-5%,0.8%,-5%[46.1 µM],-10%,3%[38.3 µM],6%,-2%
O=C(NCc1ccc(Cl)cc1)C(=O)NCC(c1ccco1)N1CCOCC1 (configuration not stated),2%,-1.0%,9%,-3%,-5%,-14%,0%
COC(=O)c1c(NC(=O)c2ccc(Br)o2)sc(C)c1C,1%,-0.9%,-26%[46.1 µM],-11%,?,?,1%
CN(C)CCN1C(=O)C(=O)/C(=C(/O)c2ccc(OCc3ccccc3)cc2)C1c1ccncc1 (configuration not stated),0%,0.0%,-4%[46.1 µM],-11%,9%[38.3 µM],4%,1%
COc1ccccc1N1CCN(C(=O)CN(CCc2ccccc2)S(C)(=O)=O)CC1,-3%,0.1%,-8%[46.1 µM],13%,30%[38.3 µM],13%,-5%
COc1ccccc1-n1cc(CN2CCN(C3CCCC3)C(CCO)C2)cn1 (configuration not stated),-5%,2.1%,-9%,-1%,28%,9%[46 µM],11%
CCOC(=O)c1c(-c2ccc(OC)cc2)csc1NC(=O)CCN1C(=O)c2ccccc2C1=O,-4%,-1.4%,-19%[46.1 µM],-3%,2%[38.3 µM],-1%,-1%
C=CCn1c(SCC(=O)O)nnc1-c1ccc(C(C)(C)C)cc1,1%,-0.2%,1%[46.1 µM],11%,2%[38.3 µM],-6%,4%
CN=C1C=C/C(=N/N=c2\ccn(O)cc2C)C=C1C,.,0.5%,32%,2%,.,.,?

# High-throughput results deposited in PubChem BioAssay by National Center for Advancing Translational Sciences (NCATS).

# This is a subset; count on the stated rates, not on these rows.
